Screening data deposited in PubChem by several laboratories.
UHRF1 binding = UHRF1 methylated DNA binding inhibitors, primary screen, counter-screen for MBD2 inhibitor project, biochemical, TR-FRET, human UHRF1, single concentration | E3 ubiquitin-protein ligase UHRF1 (Homo sapiens), Q96T88 | UHRF1 binding to methylated oligo | inhibition, % at 4.4 µM | 0.75% of 370,000 active | AID 687016, 2013; in the data active means inhibition above about 21%;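 further: UHRF1 SRA domain binding a hemimethylated CpG hairpin DNA probe; 0% = median of test compound wells and 100% = reference inhibitor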
Tn6 DDE FP = inhibitors of Tn6 peptide binding to fibrin DD(E), primary screen, biochemical, fluorescence polarization, human fibrin, Tn6 probe | inhibition, % at 8.3 µM | 0.21% of 370,000 active | Fibrin DD(E) TRITC-Tn6 fluorescence polarization displacement | Fibrinogen beta chain (Homo sapiens), P02675;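 active means inhibition above a per-campaign cutoff: mean of compounds within control limits plus 3 SD, cut at about 15% in these data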;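 further: 0% = median of all compound wells on the plate and 100% = blocking peptide control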
Target sequence (P02675 whole entry, looked up): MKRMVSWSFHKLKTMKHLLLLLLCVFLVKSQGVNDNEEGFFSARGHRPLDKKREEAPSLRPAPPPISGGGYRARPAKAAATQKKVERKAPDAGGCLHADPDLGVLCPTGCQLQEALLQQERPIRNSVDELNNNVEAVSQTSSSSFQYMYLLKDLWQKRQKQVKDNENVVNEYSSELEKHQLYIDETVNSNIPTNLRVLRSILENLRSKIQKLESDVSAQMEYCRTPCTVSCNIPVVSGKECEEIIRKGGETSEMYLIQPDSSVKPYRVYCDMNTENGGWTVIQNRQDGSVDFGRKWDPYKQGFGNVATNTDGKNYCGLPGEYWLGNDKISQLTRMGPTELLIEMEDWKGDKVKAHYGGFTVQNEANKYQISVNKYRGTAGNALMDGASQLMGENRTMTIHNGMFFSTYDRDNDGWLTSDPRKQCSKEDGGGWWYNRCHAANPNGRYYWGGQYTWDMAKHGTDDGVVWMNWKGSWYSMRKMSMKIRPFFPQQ
KLK7 zymogen act = proKLK7 zymogen activators, primary screen, biochemical, fluorescence intensity; purified proKLK7, EDANS-DABCYL substrate fluorescence; 100% is mature enzyme control, 0% vehicle; activation, % at 7 µM; 0.9% of 370,000 active;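 active means activation above the mean of all tested compounds plus 3 SD, computed per campaign excluding outliers beyond control limits, cut at about 13% in these data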
sPLA2-III inh = human group III sPLA2 inhibitors, primary screen, biochemical, QFRET, BODIPY PC-A2 liposome substrate. inhibition, % at 12.2 µM. AID 743126, 2013. 0.56% of 370,000 active. QFRET BODIPY PC-A2 liposome hydrolysis, fluorescence;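 active means inhibition above mean plus 3 SD of compounds lying within the high and low control bounds, cut at about 19% in these data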;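 further: 0% = median of test compound wells and 100% = no enzyme DMSO wells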
DDE Tn7 FP inh = inhibitors of Tn7 peptide binding to fibrin DD(E), primary screen, biochemical, fluorescence polarization, human fibrin, Tn7 probe; Fibrinogen beta chain (Homo sapiens), P02675; FP displacement of FITC-Tn7 peptide from fibrin DD(E); 0% = median of compound wells per plate; inhibition, % at 8.3 µM; 0.13% of 370,000 active; AID 720508, 2013;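 active means inhibition above the mean of compounds falling within the control limits plus 3 SD of them, cut at about 14% in these data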;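 further: 0% = plate median of compound wells and 100% = 10 µM Aha-Tn7 peptide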
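Also added: labelled Tn7 tracer, 0.1 µM; Assay system: human fibrin DD(E) protein; Amount: 2 µM fibrin DD(E); Schedule: 10 min compound pre-incubation, 3 h probe incubation at room temperature; Repeats: one replicate per compound; Read-out basis: percent inhibition; Measured by: fluorescence polarization of the labelled Tn7 tracer.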
PLCg1 inh = PLC-gamma1 enzyme inhibitors, primary screen, biochemical, fluorescence, purified enzyme. AID 720700, 2013. 0.84% of 370,000 active. 1-phosphatidylinositol 4,5-bisphosphate phosphodiesterase gamma-1 (Homo sapiens), P19174. inhibition, % at 12.2 µM. fluorogenic substrate; in the data active means inhibition above about 9.5%
ASAP1 GAP inh = inhibitors of human ASAP1 ArfGAP activity, primary screen, biochemical, fluorescence polarization; Arf-GAP with SH3 domain, ANK repeat and PH domain-containing protein 1 (Homo sapiens), …; 0.19% of 360,000 active; inhibition, % at 16.5 µM; ASAP1-stimulated ARF1 GTP hydrolysis, GDP FP detection; in the data active means inhibition above about 25%;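 further: 0% = vehicle with enzyme and substrate and 100% = no enzyme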
Target sequence (Q9ULH1 325-724 limits assumed): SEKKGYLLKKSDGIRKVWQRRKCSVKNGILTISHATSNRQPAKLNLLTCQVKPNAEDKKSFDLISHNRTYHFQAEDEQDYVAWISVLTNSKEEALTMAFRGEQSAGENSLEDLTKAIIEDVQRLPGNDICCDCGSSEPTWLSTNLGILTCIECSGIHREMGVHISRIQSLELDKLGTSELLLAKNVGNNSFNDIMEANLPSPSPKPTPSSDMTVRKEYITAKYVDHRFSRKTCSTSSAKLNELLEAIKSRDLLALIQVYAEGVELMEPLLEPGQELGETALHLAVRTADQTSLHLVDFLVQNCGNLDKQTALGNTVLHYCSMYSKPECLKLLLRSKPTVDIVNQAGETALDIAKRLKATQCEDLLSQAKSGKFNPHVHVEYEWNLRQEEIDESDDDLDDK
PLCb3 inh = human PLC-beta3 inhibitors, primary screen, biochemical, fluorescence. 1-phosphatidylinositol 4,5-bisphosphate phosphodiesterase beta-3 (Homo sapiens), Q01970. Purified PLC-beta3, fluorogenic substrate. inhibition, % at 12.2 µM. 0.18% of 370,000 active. AID 720704, 2013; in the data active means inhibition above about 11%;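 further: 0% = median of compound wells on plate and 100% = full blocker control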
ARFGAP1 inh = inhibitors of rat ARFGAP1 GAP activity, primary screen, biochemical, fluorescence polarization, GDP tracer. ADP-ribosylation factor GTPase-activating protein 1 (Rattus norvegicus), Q62848. Arfgap1-stimulated ARF1 GTP hydrolysis, GDP FP detection. inhibition, % at 16.5 µM. 0.26% of 360,000 active;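 active means inhibition above a per-plate limit, mean inhibition of low control wells plus 3 SD, cut at about 25% in these data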;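 further: 0% = DMSO wells with enzyme and 100% = wells lacking Arfgap1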
Target sequence (Q62848 1-136 limits assumed): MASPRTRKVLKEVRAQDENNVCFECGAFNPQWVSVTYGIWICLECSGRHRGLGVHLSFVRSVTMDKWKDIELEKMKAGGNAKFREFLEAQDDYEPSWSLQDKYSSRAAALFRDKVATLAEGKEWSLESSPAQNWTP
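Material – truncated rat Arfgap1 GAP domain · Buffer or medium – HEPES-based buffer, pH 7.5 · Reagent – human ARF1(Δ1-17)-GTP substrate · Dosing – 16.5 µM single point, 1.26% DMSO · Schedule – GTP hydrolysis reaction 2 h at 25 °C · Technique – GDP detection by fluorescence polarization · Benchmarks – No-Arfgap1 wells (100%) versus DMSO full-reaction wells (0%) · Repeats – single replicate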
Rev-erbA mod = modulators of Rev-erb alpha DNA binding, primary screen, biochemical, FITC-DNA, fluorescence polarization, uHTS. Rev-erbα–FITC-DNA binding, 90 min. 0.79% of 370,000 active. activity, % at 10 µM. Nuclear receptor subfamily 1 group D member 1 (Homo sapiens), P20393;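 active means activity above about 14%, limit read from the data; passing the limit was not always enough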;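 further: 0% = DMSO wells with 35 nM protein and 100% = DMSO wells with 750 nM protein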
Numbers without * were called inactive; / = not tested or not shown.

| No. | Compound | KLK7 zymogen act | UHRF1 binding | sPLA2-III inh | Tn6 DDE FP | ARFGAP1 inh | ASAP1 GAP inh | PLCg1 inh | PLCb3 inh | DDE Tn7 FP inh | Rev-erbA mod |
| --- | --- | --- | --- | --- | --- | --- | --- | --- | --- | --- | --- |
| 1 | CCOc1nc(NCc2ccco2)nc(Nc2ccccc2F)n1 | 0.5 | 0 | -8 | -4 | 14 | 3 | 4 | 4 | -2 | 5 |
| 2 | Cc1cscn1 | -0.1 | -1 | 6 | 3 | 5 | -1 | 0 | -1 | 4 | -4 |
| 3 | Oc1ccc(Br)cc1-c1cc(-c2ccccc2F)[nH]n1 | -0.2 | -2 | -27 | 7 | -1 | 2 | 5 | -2 | 3 | 1 |
| 4 | COc1ccc(S(=O)(=O)NCC2CCCN(CC(C)(C)C)C2)cc1 (stereo not drawn) | 0.3 | -1 | -7 | -3 | 3 | 1 | 7 | -7 | -6 | -1 |
| 5 | O=C(Nc1ccc2c(c1)OCO2)C1CC(c2ccc(F)cc2)=NO1 (stereo not drawn) | -0.3 | 0 | 5 | -3 | -11 | -7 | 3 | -5 | 2 | -2 |
| 6 | Cc1nnc2ccc(-c3ccc(NS(=O)(=O)c4ccccc4F)cc3)nn12 | 0.4 | -4 | -5 | 0 | -9 | -15 | -29 | -58 | 2 | 1 |
| 7 | OC[C@@H]1CN(CCN2CCOCC2)C[C@H](n2cnc3c(NCc4ccc(F)cc4)ncnc32)O1 | 0.2 | 1 | 11 | -3 | -13 | 7 | 4 | 0 | 4 | -1 |
| 8 | Cc1nn(C)c(C)c1S(=O)(=O)N(CC(=O)NCc1cccs1)c1ccc(C(C)C)cc1 | 0.6 | 3 | -8 | 4 | -8 | -4 | -1 | 3 | 2 | 0 |
| 9 | CC(=O)N1N=C(C)CC1c1ccc(OCc2ccccc2)cc1 (stereo not drawn) | -0.3 | -1 | 0 | 0 | 7 | 0 | 4 | 2 | -1 | 3 |
| 10 | CC(Oc1cccc(Cl)c1)C(=O)Nc1cc(=O)n(C)c(=O)n1C (stereo not drawn) | 0.4 | -1 | -3 | 1 | -10 | 6 | 1 | -2 | 4 | -4 |
| 11 | Cc1cc(C)n2ncc(C(=O)Nc3ccc4c(c3)OCO4)c2n1 | 0.1 | -3 | -2 | -2 | -5 | 12 | -3 | 0 | 3 | -3 |
| 12 | O=C(Nc1ncc(S(=O)(=O)c2ccc([N+](=O)[O-])cc2)s1)c1cccc2ccccc12 | -0.2 | 7 | 14 | -7 | 6 | -1 | 8 | -2 | -2 | 1 |
| 13 | COC(=O)c1sccc1NC(=O)Nc1ccc(OC)c(OC)c1 | 0.2 | -1 | 3 | -12 | -2 | 5 | 0 | -5 | -3 | 8 |
| 14 | CNC(=O)CC1C(=O)N(C)C(=S)N1NC(=O)c1ccccc1 (stereo not drawn) | 1.1 | 14 | -13 | 1 | -6 | 1 | 1 | 0 | 3 | 4 |
| 15 | COC(=O)c1ccccc1NC(=O)NC1CCCC1 | 0.4 | -1 | -6 | 0 | -5 | -3 | -13 | -13 | 9 | -4 |
| 16 | COCCCNC(=O)c1ccc2c(c1)CCN2S(C)(=O)=O | -1.9 | 4 | 8 | 2 | 12 | 3 | 2 | -2 | -7 | 3 |
| 17 | CCCCOCCCNC(=O)C[C@H]1C[C@@]2(C(=O)OC)C(=C[C@H](C3CCCC3)O[C@@H]2C)N(Cc2ccco2)C1=O | -0.4 | 1 | -16 | -8 | / | / | 9 | 3 | -8 | -3 |
| 18 | CCOc1ccc2[nH]c(C)cc(=O)c2c1 | 1.2 | 0 | 0 | 2 | -7 | 4 | -4 | -5 | -3 | 5 |
| 19 | O=C(CN1CCOCC1)Nc1ccc(Oc2ccc(NC(=O)CN3CCOCC3)cc2)cc1 | 0.6 | -3 | 1 | -2 | -2 | 10 | 1 | 1 | 1 | -9 |
| 20 | C=CCn1c(COc2ccc(OC)cc2)nnc1SC(C)C(=O)NC1CC1 (stereo not drawn) | -0.4 | 1 | -4 | 2 | 7 | 3 | -2 | -1 | -2 | 10 |
| 21 | CCN(CC)S(=O)(=O)c1ccc(/C=C/C(=O)OCC(=O)NCc2cccs2)cc1 | 1.0 | 2 | -2 | -6 | -18 | 1 | 1 | -2 | 4 | 12 |
| 22 | COc1ccc(-c2csc(NC(=O)c3ccc(S(C)(=O)=O)cc3)n2)cc1 | 1.4 | 1 | -8 | -4 | 13 | 5 | -6 | -10 | -5 | 10 |
| 23 | CCOc1ccc(CN2CCNC(=O)C2CC(=O)N(C)C2CCCCC2)cc1 (stereo not drawn) | -0.2 | 0 | 0 | -3 | 0 | -11 | -6 | -14 | 1 | -8 |
| 24 | COc1ccc(S(=O)(=O)N2CCCCCC2)cc1C(=O)N(C)CC(=O)Nc1c(Cl)cccc1Cl | 0.0 | 2 | 0 | -6 | -3 | 10 | 9.7* | 2 | 8 | 9 |
| 25 | CN1CCN(S(=O)(=O)c2ccc3c(c2)C(C)(C)C(=O)N3C)CC1 | -0.1 | -1 | 6 | 1 | -7 | -10 | 3 | 4 | -1 | 2 |
| 26 | Nc1nc(-c2cccnc2)nn1C(=O)c1ccccc1Cl | 0.2 | 1 | 6 | 3 | 5 | -6 | 2 | -4 | 5 | / |
| 27 | O=C(NCc1ccc(Cl)s1)c1cc(COc2c(F)cccc2F)on1 | 0.6 | 4 | 6 | 1 | 13 | 0 | 0 | -5 | -3 | -1 |
| 28 | O=C(O)c1ccccc1NS(=O)(=O)c1cccc2nsnc12 | -0.2 | -2 | -3 | 3 | 1 | -10 | 4 | -5 | 2 | -4 |
| 29 | Cn1c2ccc(F)cc2c2nnc(SCCN3CCOCC3)nc21 | 0.1 | 2 | 3 | -8 | 8 | -7 | 0 | -4 | 3 | 4 |
| 30 | O=C(COC(=O)c1ccco1)Nc1ccc2c(c1)OCO2 | 0.4 | 3 | 11 | -2 | 9 | 8 | 6 | -1 | -8 | 3 |
| 31 | CC12CCC(=O)N1C(C(=O)OCC(=O)Nc1cc(S(=O)(=O)N3CCCCC3)ccc1Cl)CS2 (stereo not drawn) | 0.2 | 0 | 9 | 1 | -6 | -6 | 1 | -1 | 10 | 2 |
| 32 | CC1=CC(C)C2(COC(=O)Nc3ccccc3)COC(C)C1C2C (stereo not drawn) | 0.8 | 0 | -7 | 1 | -6 | 4 | 0 | 0 | 0 | 1 |
| 33 | NCCc1nnc(SCC(=O)c2ccc(Cl)cc2)o1 | 0.8 | -1 | -8 | -5 | -1 | -6 | 0 | -6 | -1 | -2 |
| 34 | C/C(=N\Nc1ccc([N+](=O)[O-])cc1)c1cccc(N)c1 | -0.2 | -3 | 2 | -8 | -1 | 11 | -35 | -38 | 2 | 2 |
| 35 | O=C(c1ccc(NS(=O)(=O)/C=C/c2ccccc2)cc1)N1CCCCC1 | 0.1 | 7 | -21 | -1 | -6 | -5 | -1 | -1 | -9 | 2 |
| 36 | Cc1occc1C(=O)NNC(=O)C(c1ccccc1)c1ccccc1 | 0.8 | -1 | 3 | -3 | 1 | 20 | 5 | 4 | 6 | 4 |
| 37 | CCOc1ccc(NC(=O)C2CC(C)=C(C)CC2C(=O)O)cc1 (stereo not drawn) | -0.3 | -3 | 0 | 1 | -7 | -15 | -1 | -1 | 5 | 4 |
| 38 | Cc1cccc(N2C(=O)CSC2c2cccnc2)c1 (stereo not drawn) | -0.4 | 7 | 4 | 1 | -6 | -8 | 7 | 8 | -5 | 1 |
| 39 | COCCn1nnnc1C(c1ccccn1)N1CCN(c2cc(C)ccc2C)CC1 (stereo not drawn) | 0.2 | -1 | 0 | -6 | 4 | -1 | -1 | -1 | -8 | 0 |
| 40 | COc1ccc(/C=N/Nc2nonc2N)c(OC)c1 | -1.1 | -3 | -3 | 0 | 11 | 2 | 1 | -1 | 4 | 3 |
| 41 | Cc1nnsc1C(=O)Nc1ccccc1 | 0.1 | -3 | 2 | 3 | 0 | 8 | -1 | 2 | -2 | 9 |
| 42 | COc1ccc(CNCC(O)COc2ccc(C(C)(C)c3ccccc3)cc2)cc1 (stereo not drawn) | 0.0 | 4 | -16 | -2 | 2 | 10 | 11* | -1 | -2 | 5 |
| 43 | O=C(/C=C/c1cccs1)N1CCC2(CC1)Oc1ccc(Cl)cc1C(=O)C21CC(c2ccccc2)=NO1 (stereo not drawn) | -0.2 | 2 | 10 | -1 | 7 | -3 | 4 | 4 | -4 | 0 |
| 44 | COC(=O)[C@]12C[C@H](CC(=O)NCC34CC5CC(CC(C5)C3)C4)C(=O)N(CCC3=CCCCC3)C1=C[C@H](C(C)C)O[C@@H]2C1CC1 | 0.3 | 5 | -6 | -1 | / | / | 1 | 5 | -8 | 0 |
| 45 | O=C(Nc1ccc(NC(=O)c2cc3ccccc3o2)cc1)c1ccc2c(c1)OCCO2 | -0.2 | 2 | 4 | -2 | 15 | -1 | 3 | -3 | -7 | -1 |
| 46 | Cc1nnc2sc(SCc3ccccc3Cl)nn2c1=O | -0.4 | 1 | 6 | 4 | 12 | -2 | 1 | 4 | 6 | 3 |
| 47 | Cn1c(CN2CCOCC2)nnc1SCC(=O)Nc1nccs1 | 0.0 | -2 | 0 | 10 | -8 | -10 | 4 | -2 | 4 | 3 |
| 48 | OCCN(CCO)Cc1ccc(Br)cc1 | -0.3 | 1 | 8 | -4 | 4 | -2 | 2 | 2 | 4 | 1 |
| 49 | Cc1cc(C)nc(SCC(=O)N2CCc3ccccc32)n1 | -0.6 | 4 | 8 | -2 | 3 | 11 | 3 | -5 | -6 | -1 |
| 50 | COC(=O)c1cc(C)sc1NC(=O)C1CC(=O)NN1Cc1ccccc1 (stereo not drawn) | 1.2 | -1 | -16 | 2 | 0 | -7 | -3 | -3 | 2 | 0 |
| 51 | Cc1[nH]c2ccccc2c1/C=C(\C#N)C(=O)NC1CC1 | -0.3 | -6 | -1 | -4 | 1 | -13 | -2 | -3 | -8 | -7 |
| 52 | COc1ccc(CCC(=O)NNC(=O)c2ccc(OC)cc2)cc1 | -0.4 | 0 | 6 | -2 | 10 | 3 | 3 | -7 | 1 | 3 |
| 53 | Cc1nc2sc(C(c3cccc(F)c3)N3CCOCC3)c(O)n2n1 (stereo not drawn) | -30 | 3 | 8 | 2 | 13 | 6 | 6 | 4 | -2 | -1 |
